Compound activity (PubChem)
Anthrax LF inh2 – blocks Bacillus anthracis lethal factor protease | P15917 | multiplex microsphere protease cleavage assay, LF | inhibition, % at 10 µM | actives 0.12% (n = 360,000) | AID 588501; further: plate controls were buffer without enzyme for full effect and enzyme alone for no effect
Target sequence (P15917 whole entry, looked up): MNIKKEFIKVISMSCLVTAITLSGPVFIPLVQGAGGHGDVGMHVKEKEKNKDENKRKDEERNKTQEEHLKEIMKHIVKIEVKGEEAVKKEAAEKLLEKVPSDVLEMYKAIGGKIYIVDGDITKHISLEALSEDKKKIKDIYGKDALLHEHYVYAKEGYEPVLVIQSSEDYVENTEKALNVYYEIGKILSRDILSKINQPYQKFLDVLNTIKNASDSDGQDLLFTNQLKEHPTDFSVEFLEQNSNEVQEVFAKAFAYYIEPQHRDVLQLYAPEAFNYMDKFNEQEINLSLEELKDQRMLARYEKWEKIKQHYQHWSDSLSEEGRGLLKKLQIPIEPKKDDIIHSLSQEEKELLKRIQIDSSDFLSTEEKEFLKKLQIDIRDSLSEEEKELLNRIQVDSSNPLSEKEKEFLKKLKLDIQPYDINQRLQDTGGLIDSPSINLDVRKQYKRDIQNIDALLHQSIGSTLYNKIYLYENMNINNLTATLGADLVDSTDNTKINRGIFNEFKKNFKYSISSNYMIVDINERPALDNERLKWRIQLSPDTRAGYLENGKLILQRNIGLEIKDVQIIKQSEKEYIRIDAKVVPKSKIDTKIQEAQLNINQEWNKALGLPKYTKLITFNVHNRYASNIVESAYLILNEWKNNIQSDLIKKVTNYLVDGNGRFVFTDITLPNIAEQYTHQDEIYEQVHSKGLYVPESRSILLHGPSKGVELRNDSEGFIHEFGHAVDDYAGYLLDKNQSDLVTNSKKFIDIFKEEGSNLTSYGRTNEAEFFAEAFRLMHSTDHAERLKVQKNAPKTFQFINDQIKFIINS
Yp Topo-I inh – blocks Yersinia pestis topoisomerase I activity; Y. pestis Topo-I cleavage product accumulation, plate reader; activity, % at 10 µM; actives 0.064% (n = 360,000); AID 504884; in the data active means activity above about 50%, passing the limit was not always enough; inconclusive means no clear call, values can overlap the other calls; further: inactives centre near 2
CCHF vOTU inh – CCHFV vOTU protease inhibition; Pep-AMC fluorescence; AID 651958; actives 0.55% (n = 370,000); inhibition, % at 11.5 µM; in the data active means inhibition above about 30%; further: 0% = vehicle wells with enzyme and 100% = no enzyme wells
TcdB inh – blocks C. difficile toxin B glycohydrolase activity; TcdB glycohydrolase enzymatic assay, plate reader; P18177; actives 0.24% (n = 350,000); inhibition, % at 9.99 µM; in the data active means inhibition above about 10%
BoNT F protease – inhibitors of Botulinum neurotoxin F light chain protease; Multiplex microsphere protease cleavage assay, flow cytometry; inhibition, % at 10 µM; actives 0.22% (n = 360,000); AID 588497; in the data active means inhibition above about 35%, passing the limit was not always enough; inconclusive means no clear call, values can overlap the other calls; further: plate controls were buffer without enzyme for full effect and enzyme alone for no effect
PrPC TRFRET – inhibitors of human cell surface prion protein PrPC; TR-FRET read-out; AID 720596; actives 0.43% (n = 370,000); P04156; inhibition, % at 13.8 µM; in the data active means inhibition above about 24%; further: 0% = median of the test wells and 100% = reference compound wells
BoNT-A LC inh2 – blocks Botulinum neurotoxin A light chain protease; inhibition, % at 10 µM; actives 0.17% (n = 360,000); AID 588499; multiplex microsphere protease substrate cleavage, flow cytometry; further: plate controls were buffer without enzyme for full effect and enzyme alone for no effect
PfHsp40 rescue – compounds rescuing yeast from Plasmodium falciparum HSP40 toxicity. S. cerevisiae expressing PfHsp40, growth rescue, ATP luminescence. growth rescue, % at 12.5 µM. actives 0.68% (n = 340,000). AID 504582; in the data active means growth rescue above about 28%, passing the limit was not always enough; inconclusive means no clear call, values can overlap the other calls;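 further: yeast W303a lacking pdr1 and pdr3 grown in galactose medium; growth measured after three days at 30 °C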
FadD28 FP inh – M. tuberculosis FadD28 bisubstrate binding inhibition; inhibition, % at 12.5 µM; actives 0.22% (n = 360,000); FadD28 bisubstrate probe binding, fluorescence polarization; AID 588549; in the data active means inhibition above about 8.5%, passing the limit was not always enough; inconclusive means no clear call, values can overlap the other calls
Starred values were filed as active, the others as inactive; ? = inconclusive; / = no result given. Unless noted, no stated cut-off is given here; in the data, active means inhibition above about 30%; inconclusive means no clear call, values can overlap the other calls; inactive means below that.

SMILES | Anthrax LF inh2 | Yp Topo-I inh | CCHF vOTU inh | TcdB inh | BoNT F protease | PrPC TRFRET | BoNT-A LC inh2 | PfHsp40 rescue | FadD28 FP inh
COc1ccc(C(=O)C2CCN(CC(=O)Nc3ccc(C)cc3)CC2)cc1 | -10.6 | 24.3 | -11.9 | 1.8 | -9.4 | -5.8 | -7.3 | 0.5 | -0.8
O=C(O)CCC(=O)Nc1ccc(Sc2ccc([N+](=O)[O-])cc2)cc1 | -1.7 | 4.5 | 0.0 | 0.2 | -5.6 | -7.6 | -0.3 | 0.6 | -4.7
O=C(Nc1cccnc1Cl)C1=NN(c2ccccc2)C(=O)CC1 | -2.9 | 6.3 | -4.3 | 1.9 | 1.7 | 1.7 | -1.5 | -1.1 | -0.8
O=C(O)c1ccc(NC(=O)C2C3CCC(O3)C2C(=O)O)cc1 (configuration not stated) | 2.5 | -3.4 | -6.3 | 0.2 | -14.8 | -4.5 | -8.4 | -1.6 | -0.6
O=C(NNC(=S)Nc1ccccc1)c1cccnc1 | 5.7 | -5.9 | 0.5 | 1.2 | -10.5 | 4.3 | -1.8 | -0.2 | -1.4
CC(C)C[C@H]1CNC(=O)C(=O)N1C[C@H](Cc1ccc(O)cc1)NC(=O)CC12CC3CC(CC(C3)C1)C2 | 1.6 | / | -1.8 | 2.1 | -0.3 | 4.1 | -0.5 | / | /
CCN(C(=O)COC(=O)c1ccc2ccccc2c1)c1c(N)n(Cc2ccccc2)c(=O)[nH]c1=O | -10.2 | 14.9 | -11.9 | 1.3 | -1.5 | 1.4 | -0.8 | -1.9 | 0.3
C(#Cc1ccccc1)C[N+]1(CC#Cc2ccccc2)CCCC1 | -3.3 | 3.8 | 4.6 | 0.0 | -10.0 | 8.7 | 0.1 | -0.7 | -1.7
Cc1cc(C(=O)Cn2nc(C(=O)O)c3ccccc3c2=O)c(C)n1-c1ccccc1 | 0.2 | 24.8 | 2.1 | 0.0 | -1.9 | -1.9 | 0.0 | -1.1 | -0.3
O=C(CCS(=O)(=O)c1ccc(Br)s1)Nc1ccccc1Br | -5.7 | 5.2 | -11.2 | 1.3 | -5.2 | -4.3 | -0.4 | 1.7 | -0.4
Cc1cccc(NS(=O)(=O)c2ccc(C)c(C(=O)N(C)C)c2)c1 | -0.2 | -3.3 | 11.8 | 0.5 | -14.6 | 0.2 | 1.3 | -0.1 | -4.1
CCN(CC)c1ccc(C(=O)OCC(=O)NCC2CCCO2)cc1 (configuration not stated) | -0.2 | 2.0 | 12.5 | / | 3.0 | -3.8 | 0.2 | -1.0 | -3.4
Cc1ccc(CNC(=O)COC(=O)C2CC2)cc1 | -9.1 | 11.2 | -7.2 | 0.5 | -2.4 | 6.3 | 0.0 | -2.0 | -0.8
COC(=O)c1ccc(N2C(=O)c3cc(N4CCOCC4)c([N+](=O)[O-])cc3C2=O)cc1 | 0.8 | 0.7 | 2.9 | -0.2 | -3.7 | -1.5 | -0.8 | -0.3 | 0.2
O=C(Nc1ccc2c(c1)OCCO2)C1c2ccccc2C(=O)N2CCc3ccccc3C12 (configuration not stated) | -0.6 | -0.2 | 3.0 | 0.9 | 0.9 | 7.3 | -0.2 | 0.1 | 0.9
CCOC(=O)CSc1nc2c(sc(=S)n2-c2ccccc2)c(=O)[nH]1 | 1.0 | -2.8 | -5.2 | 0.2 | -5.1 | -3.5 | 0.0 | -1.1 | -7.2
O=C(NNC(=O)c1cc(-c2ccc(Br)cc2)nc2ccccc12)c1csc(N2CCOCC2)n1 | / | 9.4 | 1.1 | 0.7 | / | -15.6 | / | -0.4 | -2.4
COc1ccc(NC(=O)c2cc(C3CCCCN3C(=O)c3ccccc3)on2)c(C)c1 (configuration not stated) | -0.9 | 26.8 | -0.4 | 1.8 | -1.8 | -7.3 | -0.3 | / | -2.6
COc1ccc(CN(C)C(=O)c2cc(-c3ccc(OC)c(OC)c3)nc3ccccc23)c(OC)c1 | 1.8 | 26.9 | 0.5 | 1.4 | 4.4 | 2.1 | 2.0 | -0.3 | -4.0
CSc1cccc(NC(=S)N2CCCN(Cc3cccc(Cl)c3)C2)c1 | -1.6 | 4.5 | 3.7 | 0.8 | -7.5 | -7.6 | -0.3 | 1.3 | -3.4
CC1C(=O)C(C)C(c2cccs2)NC1c1cccs1 (configuration not stated) | -3.7 | 2.6 | 7.7 | / | -3.0 | -2.2 | 0.1 | 0.4 | -0.5
COc1ccc(CNC(=O)c2ccc(NC(=O)CC3SC(N4CCCCC4)=NC3=O)cc2)cc1 (configuration not stated) | 2.6 | 21.0 | 5.3 | / | -4.7 | 2.0 | 0.3 | 0.1 | -9.3
CCCN(CC(=O)Nc1ccc(C)cc1Br)CC(=O)Nc1ccc(F)c(F)c1F | -4.0 | 24.3 | -3.4 | / | -1.7 | -3.2 | -1.4 | 4.9 | -9.8
COC(=O)C1CSC(C(=O)OC)N1C(=O)Nc1ccc(Cl)cc1 (configuration not stated) | 0.4 | 4.0 | 0.8 | / | -5.2 | 0.7 | 0.0 | -0.5 | -0.5
O=c1c2ccccc2nc(/C=C/c2cccnc2)n1CCc1ccccc1 | / | 10.3 | 9.0 | 1.7 | / | -13.0 | / | -0.6 | -5.6
Cc1cc(C)n2cc(CSC3=NCCS3)nc2n1 | 7.1 | 2.7 | -38.1 | / | -1.8 | 2.4 | 0.3 | -0.3 | -1.1
Cc1[nH]n(C)c(=O)c1[N+](=O)[O-] | -4.3 | 6.2 | 6.4 | -0.5 | -6.0 | -0.5 | -0.5 | 0.8 | 0.0
O=C(Nc1cnc2sccn2c1=O)c1ccc(Cl)cc1Cl | -0.2 | -0.4 | -9.0 | / | 2.0 | -4.1 | 0.2 | 1.0 | 2.2
Cc1cc(=O)[nH]c2c1c(C)nn2C1CCOC(C)(C)C1 (configuration not stated) | 2.1 | 9.4 | 1.1 | / | -0.2 | 2.8 | 0.1 | -0.9 | -2.1
COCCN(C(=O)CSc1nnc(-c2ccco2)n1C)c1c(N)n(CC(C)C)c(=O)[nH]c1=O | -7.0 | 3.8 | 4.8 | 1.5 | -1.2 | -6.5 | 0.9 | -1.1 | -1.3
COc1cccc(C2CCCN2Cc2nc(CCC(C)C)no2)c1 (configuration not stated) | -9.6 | 29.7 | -9.6 | 0.8 | -6.7 | -5.6 | -1.0 | 3.1 | -2.0
CC(=O)NC(CC(C)C)C(=O)O (configuration not stated) | 2.2 | 2.9 | -2.2 | 0.3 | -3.2 | -7.3 | 0.0 | -0.6 | -1.7
O=C(NC(CC(=O)N1CCN(c2ccccc2)CC1)c1ccccc1)c1ccccc1 (configuration not stated) | -1.4 | 16.7 | 8.2 | 3.5 | 2.9 | -2.3 | -0.4 | / | -3.1
Cc1nc(OCC(=O)c2ccc(Cl)cc2)c(C#N)c2c1COC(C)(C)C2 | -5.7 | 28.0 | -2.4 | / | -1.9 | -4.1 | 0.1 | 0.5 | -0.4
Cc1ccc(N/N=C2\COC(C)(C)CC2=O)cc1 | -3.4 | 7.1 | 5.1 | 1.4 | -2.2 | -7.8 | 0.8 | -1.6 | 0.3
CCOC(=O)c1c(NC(=O)CSc2nnnn2C)sc(C)c1-c1ccc(C)cc1 | -2.2 | -1.0 | 22.0 | / | -5.3 | 18.1 | -1.2 | -0.1 | -1.9
Cc1cc(Br)c(NC(=O)C(C)Sc2nnnn2C)c(Br)c1 (configuration not stated) | -4.5 | -6.2 | 2.3 | -0.1 | -1.4 | -3.6 | -0.2 | -1.7 | -2.8
CCOc1ccc(NC(=O)CN(C)C(=O)CSc2ccccc2)cc1OCC | / | -10.4 | -8.6 | 1.0 | / | -0.4 | / | 0.1 | -0.5
Cc1nc2sc(C(c3cccc(F)c3)N3CC(C)OC(C)C3)c(O)n2n1 (configuration not stated) | -2.9 | -3.2 | 6.3 | 0.3 | 5.9 | -3.1 | 0.4 | 0.6 | 0.0
COc1ccc2ccccc2c1CNCc1ccc(C)cc1 | -1.0 | 30.3 | -1.0 | 1.3 | -0.5 | -4.1 | 0.4 | -1.1 | -3.2
COc1cccc(CNc2nc3nc4c(c(=O)n3[nH]2)CCC4)c1 | 0.9 | 0.1 | 11.1 | / | -2.8 | 5.5 | -0.2 | -0.5 | 0.1
COC(=O)CNC(=O)C12CC3CC(C1)CC(c1ccc(C)cc1)(C3)C2 | -4.9 | 1.1 | 5.0 | 2.1 | -4.2 | 1.9 | -0.5 | 3.7 | -4.0
CC(Sc1nnnn1C)C(=O)Nc1ccc(Oc2ccccc2)cc1 (configuration not stated) | 1.4 | -5.4 | -15.4 | / | 20.2 | 0.0 | 0.9 | 2.0 | -4.3
COc1ccc(NC(=O)C2c3cc(OC)c(OC)cc3C(=O)N(C)C2c2cccnc2)cc1OC (configuration not stated) | -2.0 | 0.0 | -1.0 | / | -19.4 | -3.8 | -1.5 | -0.5 | -3.0
O=C(Nc1cc(-c2nc3ncccc3o2)ccc1Cl)c1cccs1 | -2.1 | 2.3 | 2.0 | -1.3 | 1.0 | -3.0 | -1.4 | -0.9 | -3.1
O=C(C[C@@H]1C/C=C\C[C@@H](Cc2ccc(F)cc2)C(=O)OC[C@@H](Cc2c[nH]c3ccccc23)NC1=O)NCCO | -2.8 | 14.7 | -3.1 | 0.3 | 1.0 | -1.6 | 0.2 | -0.6 | -1.3
CCOc1cc(/C=N/NC(=O)CCn2nnc3ccccc32)ccc1O | -8.2 | 5.8 | 8.1 | -4.5 | -10.4 | -8.7 | -0.6 | -0.2 | -1.6
O=C1C=C(c2cc3ccccc3s2)C[C@@H](c2ccc(F)cc2)C1 | -3.5 | 0.0 | -15.3 | -0.3 | 0.3 | -1.4 | 1.2 | 1.7 | 0.4
CC1CC2=C(NC(=S)NC2c2cccc(F)c2)/C(=C/c2cccc(F)c2)C1 (configuration not stated) | 4.9 | 2.1 | 2.9 | -1.0 | -2.6 | 5.2 | -0.9 | -0.1 | -7.5
COc1ccc(NC(=O)C2CCCN(C(=O)Nc3ccc(OC)cc3)C2)cc1 (configuration not stated) | -1.3 | -1.8 | 6.0 | 2.1 | -12.3 | -0.6 | 1.2 | 1.8 | -0.9
OCCC1CN(Cc2cccn2-c2ccccn2)CCN1C1CCCCC1 (configuration not stated) | 0.1 | -4.3 | 1.8 | 0.9 | -0.4 | -9.1 | -0.4 | 0.1 | -7.9
O=C(Cn1cc(C(=O)C2CC2)c2ccccc21)NC1CCCC1 | 3.3 | -4.0 | -4.2 | / | -10.4 | 0.7 | 1.1 | 1.0 | -4.5
O=C(CSc1nnc(NC(=O)c2ccco2)s1)NCc1ccc2c(c1)OCO2 | -1.6 | 5.2 | 0.2 | 0.8 | -1.8 | -2.0 | -0.2 | -0.6 | 0.4
S=c1[nH]nc(-c2ccco2)n1/N=C/c1cccc(Cl)c1Cl | -1.4 | 1.0 | 5.1 | 3.5 | -7.4 | -5.1 | 0.0 | -1.2 | 0.5
O=C1Nc2ccccc2SC1c1ccccc1Cl (configuration not stated) | 5.0 | 12.3 | 7.8 | 1.2 | -4.9 | 4.2 | -0.1 | ? | -3.7
